Source: PubChem BioAssay
IMPase inh: qHTS Assay for Identifying the Cell-Membrane Permeable IMPase Inhibitors; inhibition (IP1 accumulation), % at 46.1 µM; CHO-M1 cells, IP1 accumulation, HTRF TR-FRET ratio; Inositol monophosphatase 1 (Rattus norvegicus), P97697; 120,000 tested, under 10 active; AID 901, 2007; active = well fitted curve in the direction sought with a large enough effect in the signal ratio, not every such curve was filed as active; inconclusive = small, poorly fitted or top-dose-only effect, or a change in a side signal; inactive = no such curve, though single readings can be large or run the other way; the % refers to the signal ratio;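 note: cells stimulated with carbachol in lithium chloride buffer; plate controls were DMSO basal wells for no effect and reference inhibitor wells for full effect; higher means more IMPase inhibition seen as more IP1 and lower FRET ratio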
Target sequence (P97697 whole entry, looked up): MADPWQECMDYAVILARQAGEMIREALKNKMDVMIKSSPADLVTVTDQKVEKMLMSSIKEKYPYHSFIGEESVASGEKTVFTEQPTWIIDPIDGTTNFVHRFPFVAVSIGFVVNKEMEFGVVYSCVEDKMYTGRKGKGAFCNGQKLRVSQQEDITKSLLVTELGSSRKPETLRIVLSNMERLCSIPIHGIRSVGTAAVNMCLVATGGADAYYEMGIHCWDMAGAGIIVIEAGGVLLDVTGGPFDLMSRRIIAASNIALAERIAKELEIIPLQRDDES
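CHO-M1, 2000 cells/well, cultured 16–30 h; cpd up to 46 uM; carbachol (50 uM solution, stimulation buffer w/ 50 mM LiCl, pH 7.4), 30 min 37C; IP-One TR-FRET, 10 min RT; Ex 320/Em 665, 620; Hill-fit AC50.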
12-hLO inh: qHTS Assay for Inhibitors of 12-hLO (12-human lipoxygenase); Polyunsaturated fatty acid lipoxygenase ALOX12 (Homo sapiens), P18054; purified 12-hLO, xylenol orange hydroperoxide absorbance; Potency, µM (series often up to 57.1 µM), for inactives: at the top dose activity change, negative = inhibition, hits mostly inhibitors; hit rate 0.12% among 150,000; note: potency is the fitted concentration of half-maximal effect; nearly all actives have a fitted effect of over 55% in size; many of its hits are not listed in these tables
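Lipoxygenase turnover measured by absorbance at 573 and 405 nm after Fe-XO development. Human 12hLO 150 nM, arachidonate 40 uM, pH 7.0 Hepes buffer with detergent; 15 min compound preincubation, 30 min reaction.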
15-hLO-2 inh: qHTS Assay for Inhibitors of 15-hLO-2 (15-human lipoxygenase 2); AID 881, 2007; hit rate 0.56% among 110,000; Potency, µM (titrated, usually from 57.1 µM), for inactives: top-dose activity change, negative = inhibition, most hits filed as inhibitors; purified 15hLO-2, xylenol orange hydroperoxide absorbance; note: potency is the fitted concentration of half-maximal effect; nearly all actives have a fitted effect of over 60% in size; many of its hits are not listed in these tables
Target sequence (O15296 whole entry, looked up): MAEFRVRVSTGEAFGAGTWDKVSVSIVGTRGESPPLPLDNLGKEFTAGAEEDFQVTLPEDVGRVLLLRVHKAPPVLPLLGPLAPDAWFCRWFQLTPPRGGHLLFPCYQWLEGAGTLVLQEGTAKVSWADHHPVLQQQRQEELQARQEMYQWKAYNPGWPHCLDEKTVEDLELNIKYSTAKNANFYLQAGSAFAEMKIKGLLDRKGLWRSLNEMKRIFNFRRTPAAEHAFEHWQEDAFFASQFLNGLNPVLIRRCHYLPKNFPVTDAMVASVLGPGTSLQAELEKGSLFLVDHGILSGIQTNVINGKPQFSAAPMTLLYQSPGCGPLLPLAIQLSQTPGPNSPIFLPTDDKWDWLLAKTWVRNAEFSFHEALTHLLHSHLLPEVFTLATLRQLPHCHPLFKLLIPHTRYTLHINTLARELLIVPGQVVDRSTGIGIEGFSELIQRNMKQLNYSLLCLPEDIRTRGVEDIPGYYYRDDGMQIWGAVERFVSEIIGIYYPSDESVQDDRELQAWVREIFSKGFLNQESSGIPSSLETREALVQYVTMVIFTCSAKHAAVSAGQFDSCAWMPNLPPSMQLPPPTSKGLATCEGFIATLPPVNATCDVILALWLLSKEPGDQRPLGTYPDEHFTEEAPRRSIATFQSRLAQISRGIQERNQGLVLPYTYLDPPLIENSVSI
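Purified human 15hLO-2 (50 nM final) preincubated with compounds 15 min at room temperature in 25 mM Hepes pH 7.5, 0.01% Triton X-100, then 45 uM arachidonic acid added for 90 min; hydroperoxide detected via ferrous/xylenol orange, 573/405 nm absorbance ratio.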
PNC assembly inh: High Content Assay for Compounds that inhibit the Assembly of the Perinucleolar Compartment. activity change (PNC), negative = inhibition, % at 10 µM. hit rate 3.1% among 140,000. PC3M PTB-GFP, PNC prevalence imaging, 16 h; active compounds read low;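 active = readout at or below -70, meaning at least 70% loss of cells showing the perinucleolar compartment, a nuclear body marking cancer cells; inconclusive = readout between -30 and a set limit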;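 note: plate controls were DMSO wells for no effect and camptothecin positive control wells for full effect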
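PC3M cells stably expressing PTB-GFP, 750–1000 cells/well, treated 16 h at 37 °C with compound (23 nl of library stock), in duplicate. After paraformaldehyde fixation and Hoechst stain, imaged at 20x; PNC prevalence scored by image analysis.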
The depositor's hits bear a star; ? = inconclusive; / = not tested or not shown; & = joins results of further samples; [ ] = another dose, or the depositor's remark. Unless noted, calls come from the whole dose curve; as a rule, active = well fitted curve in the direction sought with a large enough effect; inconclusive = small, poorly fitted or top-dose-only effect, or another doubt; inactive = no such curve, though single readings can be large; an effect the other way counts as inactive or inconclusive. Unless noted, % is set by controls: 0 for no effect and ±100 for the full control effect.

Order of results: IMPase inh	12-hLO inh	15-hLO-2 inh	PNC assembly inh
Cc1ccc(N2C(=O)NC(=O)/C(=C\C=C\c3ccco3)C2=O)cc1C
 : /	-18%	/	34
CCCn1nnc(NC(=O)COc2ccc(CC)cc2)n1
 : ?	0%	/	14
O=C1CC(N(O)c2ccccc2)C(=O)N1Cc1ccccc1 (stereo not given)
 : 3	-15%	?	32
CN(C)CCCN=Cc1c(O)n(CCc2ccc(F)cc2)c(=O)[nH]c1=O
 : ?	6%	7%	6
CN1C(=O)N(C)C(=O)C2(Cc3cc([N+](=O)[O-])ccc3N(C)C2c2ccccc2)C1=O (stereo not given)
 : 3	-3%	/	?
O=CN1CCCCC1C1CC[C@H]2CCCCN2C1 (stereo not given in full)
 : 3	-4%	-3%	/
Cc1c(C(c2ccc(F)cc2)c2c(O)c3ccccc3oc2=O)c(=O)n(-c2ccccc2)n1C (stereo not given)
 : 0	-5%	/	-11
O=c1ccc2[nH]cc(C3=CCNCC3)c2[nH]1
 : -2	-3%	7%	/
CC(=C1C(=O)c2ccccc2C1=O)N1CCN(CCN=Cc2c(O)n(C)c(=O)n(C)c2=O)CC1
 : -1	2%	10%[2.29 µM]	?
Cc1nc2cc(-c3cccc(F)c3)nn2c(C)c1CCC(=O)N1CCC2(CC1)OCCO2
 : -17	-3%	-7%	16
COc1ccc2c(c1OC)CN1CCc3cc4c(cc3[C@H]1C2)OCO4
 : 4[20.6 µM]	1%[25.6 µM]	10%[25.6 µM]	/
BrCCc1ccccc1
 : /	-1%	-2%	/
C=CC1CN2CCC1CC2C(OC(=O)OCC)c1ccnc2ccc(OC)cc12 (stereo not given)
 : /	0%	31%[activator]	/
CCC(C)NS(=O)(=O)c1ccc(OCC(=O)N2CCN(CC)CC2)cc1 (stereo not given)
 : 5	1%	/	?
O=C(Cn1cc(C(=O)c2ccccc2)c2ccccc21)NCc1ccco1
 : 9	-8%	2%	17
CCCCC/C=C\C/C=C\C/C=C\C/C=C\CCCCCC(=O)NCCO
 : /	?	-1%[0.0915 µM]	/
O=C=NC1CCCCC1
 : /	1%&-3%	-1%&5%	/
CCCC1COC(Cn2cncn2)(c2ccc(Cl)cc2Cl)O1 (stereo not given)
 : 5	4%	47%[activator]	9
CC1OC(O[C@@H]2C(O)CC(O[C@@H]3C(O)C[C@@H](OC4CC[C@]5(C)[C@H](CC[C@H]6[C@@H]5CC[C@]5(C)C(C7=CC(=O)OC7)C(O)C[C@@]65O)C4)OC3C)OC2C)CC(O)C1O (stereo not given in full)
 : /	-1%	-6%	/
COC(=O)C(O)(c1ccc(N(C)C(=O)c2ccc(Cl)c(Cl)c2)cc1)C(F)(F)F (stereo not given)
 : /	-3%	/	25
Nc1nnnn1CCO
 : /	2%[11.4 µM]	-3%[11.4 µM]	/
C=CCn1c(=O)c(C=Nc2c(OC)cccc2[N+](=O)[O-])c(O)n(CCCC)c1=O
 : /	-5%	/	14
CCCCN1C(=O)NC(=O)C2(Cc3c(nc4ccccn4c3=O)N3CCc4ccccc4C32)C1=O (stereo not given)
 : 9	-8%	-15%	-27
CN=C=S
 : /	2%	-9%	/
O=C(Nc1ccc(Br)cc1)c1nn(C23CC4CC(CC(C4)C2)C3)cc1Br
 : -1	3%	-10%	43
COC(=O)c1ccccc1OP1(=O)COc2ccccc2OC1
 : -6	9%	-6%	69
CCOC(=O)C1C(=O)NC23CCCC2C1c1ccccc1O3 (stereo not given)
 : 13	2%	5%	-9
CNC[C@H](O)c1ccc(O)cc1
 : -7[20.6 µM]	5%[25.6 µM]	8%[25.6 µM]	/
CCOC(=O)c1c(-c2ccccc2)oc2ccc(OC(=O)N(C)C)cc12
 : -2	1%	4%	5
CCOC(=O)c1c(NC(=O)c2c(N)n(CCCOC)c3nc4ccccc4nc23)sc2c1CCCC2
 : -16	1%	16%	?
CCN1C[C@]2(C)CC[C@H](OC)[C@@]34[C@@H]2[C@H](OC(C)=O)[C@]2(OCO[C@@]25C[C@@H](OC)[C@@H]2C[C@@]3(O)[C@H]5[C@@H]2OC)[C@H]14
 : -1[20.6 µM]	-2%[25.6 µM]	9%[25.6 µM]	/
COc1ccc(OC(=O)N(C)C)c(CN(C)C)c1
 : 6	0%	1%	56
CC(C)c1oc(=O)cc2c1[C@@H](O)[C@H]1OC(=O)[C@@]3(C)C[C@@H](O)[C@@H](O)[C@@]2(C)C13 (stereo not given in full)
 : /	4%	/	?
Cc1cc(OC(=O)c2ccco2)c2c3c(c(=O)oc2c1)CCC3
 : 21	-7%	-9%	-13
COc1ccc(Nc2ncc(C(=O)N3CCC4(CC3)OCCO4)c3ccccc23)cc1
 : 6	2%	-2%	?
CC(=O)NC1CC2CCC(C1)N2 (stereo not given)
 : 4	6%	-4%	12
CCC(C)NC(=O)c1c(N)n(CC2CCCO2)c2nc3ccccc3nc12 (stereo not given)
 : 13	-16%	10%	8
Cc1ccc(-c2nc3ccccc3c(=O)n2-c2ccncc2)cc1
 : -4	-3%	/	27
C[N+]1=Cc2cc3c(cc2CC1)OCO3
 : -8	-3%	-2%	/
CC1O[C@@H](O[C@@H]2C(O)C[C@H](O[C@@H]3C(O)C[C@@H](OC4CC[C@@]5(C)C6CC[C@]7(C)C(C8=CC(=O)OC8)CC[C@@]7(O)C6CC[C@@H]5C4)OC3C)OC2C)CC(O)[C@H]1O (stereo not given in full)
 : /	-4%	11%	/
O=C(Nc1ccccc1)N1CC2(CCN(C(=O)Oc3ccccc3)CC2)C1
 : /	1%	-7%	/
CC(=O)[C@@H]1CC[C@H]2[C@H]3CC[C@H]4C[C@@H](O)CC[C@]4(C)[C@@H]3CC[C@]12C
 : 2	-3%	-11%	/
O=C(CN1CC=C(c2ccccc2)CC1)Nc1c(Cl)cccc1Cl
 : 2	1%	/	-8
Cc1ccc(CCN2CC(C(=O)N3CCC4(CC3)OCCO4)CC2=O)cc1 (stereo not given)
 : -1	0%	1%	-15
O=C(c1ccncc1)N1CCC[C@@]2(CCN(Cc3nccs3)C2)C1
 : /	0%	4%	/
O=C1NC(=O)C2(Cc3c(nc4ccccn4c3=O)N3CCCCCC32)C(=O)N1Cc1ccccc1 (stereo not given)
 : 9	-5%	-7%	?
NC(N)=NN=Cc1c(Cl)cccc1Cl
 : 0	-4%	42%[activator]	/
O=C(CN1CCN(CCO)CC1)Nc1ccc(Cl)cc1C(=O)c1ccccc1
 : -5	-5%	/	-16
CC(=O)CC(C)(C)n1c[n+](C)nn1
 : 6	8%	-19%	56
CCn1c(O)c(/C=N/NC(=O)c2ccncc2)c(=O)[nH]c1=S
 : /	-6%	/	8
CCOP(=O)(OCC)C(NC(=O)c1ccc(Cl)cc1)=C(Cl)Cl
 : 1	1%	-2%	76
CCCCN1C(=O)C(C2c3ccccc3C(=O)N2Cc2ccccc2)C(=O)NC1=S (stereo not given)
 : -7	?	-29%	30
C=CC=O
 : /	1%	-6%	/
O=C(CN1C2CCC1CC(O)(c1cccnc1)C2)Nc1ccc2c(c1)OCO2 (stereo not given)
 : 3	3%	6%	-21
CC(C)(C)C(=O)CP(=O)(O)O
 : /	-1%[11.4 µM]	0%[11.4 µM]	/
Cc1ccsc1-c1nc(CSCC(=O)N2CCC3(CC2)OCCO3)c(C)o1
 : 9	1%	-6%	-6
CC(C)c1cccc(C(C)C)c1O
 : 4	-3%[0.00818 µM]	21%[0.0915 µM]	/
O=C(Nc1ccc(OC(=O)N2CCCC2)cc1)N1CCOCC1
 : 5	-13%	/	-100*
COc1ccccc1CN1CCN(C(=O)COc2cccc(C)c2)CC1
 : 1	-7%	-11%	-28
CC(N)Cc1ccccc1Sc1ccc(O)cc1 (stereo not given)
 : 8	0%	0%	41

Going on with the list:
Order of results: IMPase inh	12-hLO inh	15-hLO-2 inh	PNC assembly inh
COP(=S)(OC)Oc1ccc(SC)c(C)c1
 : /	-5%	-1%	/
COc1ccc(CCNC(=O)c2c(N)n(CCN3CCOCC3)c3nc4ccccc4nc23)cc1OC
 : 2	-3%	?	-24
C[As+](C)(c1ccc(Br)c([N+](=O)[O-])c1)c1ccc(Br)c([N+](=O)[O-])c1.O=[N+]([O-])O
 : /	5%[11.4 µM]	-1%[11.4 µM]	/
CCOC(=O)/C(CCCN(CC)CC)=N\O
 : 16	-14%	-6%	?
COc1cc(Cn2c(N)c(C(=O)NCc3ccco3)c3nc4ccccc4nc32)cc(OC)c1OC
 : 4	-10%	?	?
C=Cn1c(P(=S)(N2CCOCC2)N2CCOCC2)cc2c1CCCC2
 : -9	-11%	-15%	?
CNC(=O)OCCc1n(C)cc[n+]1C
 : /	0%	/	4
CCCCc1nc2ccccc2c(=O)n1-c1ccccc1[N+](=O)[O-]
 : 8	-11%	-3%	59
ClC(Cl)=C(c1ccc(Cl)cc1)c1ccc(Cl)cc1
 : /	3%&3%	0%&7%	/
CNC(=O)Oc1cccc2c1OC(C)(C)O2
 : /	-1%	6%	/
CC(=O)N1CCN(c2ccc(OC[C@@H]3CO[C@@](Cn4ccnc4)(c4ccc(Cl)cc4Cl)O3)cc2)CC1
 : -2[20.6 µM]	2%[25.6 µM]	53%[activator][25.6 µM]	/
Nc1nc(N)c(N=Nc2ccc([As](=O)(O)O)cc2)c(=O)[nH]1
 : /	5%[11.4 µM]	-19%[11.4 µM]	/
c1ccc(Nc2ccc(Nc3ccccc3)cc2)cc1
 : /	13µM*	13µM*	/
NS(=O)(=O)c1ccc(N=Cc2c(O)n(C3CCCCC3)c(=O)n(C3CCCCC3)c2=O)cc1
 : 17	-3%	19%	18
CCN1CC=C(c2c[nH]c3ccccc23)CC1
 : -3	3%	7%	-3
c1ccc(-c2nc(N3CCOCC3)s[n+]2-c2ccccc2)cc1
 : /	1%	/	64
COc1cc(C(c2c(C)[nH]n(-c3ccccc3)c2=O)c2c(C)[nH]n(-c3ccccc3)c2=O)cc(OC)c1OC
 : 3	0%	1%	?
N#Cc1ccccc1Cn1cc(C(=O)C2CC2)c2ccccc21
 : -1	-2%	-3%	0
COc1cccc(NC(=O)CN2CC(c3ccccc3)CC2=O)c1 (stereo not given)
 : 7	0%	9%	16
CC(=O)O/C(=C1/C[C@H]2[C@@H]3CC=C4C[C@@H](OC(C)=O)CC[C@]4(C)[C@@H]3CC[C@]2(C)C1=O)C(F)(F)F
 : /	-10%[11.4 µM]	-8%[11.4 µM]	/
O=C1CC(=O)N(c2cccc(Cl)c2)C(=O)N1
 : 4	-7%	-6%	-6
CC(=NCC1CCCO1)c1c(O)n(-c2ccccc2)c(=O)[nH]c1=O (stereo not given)
 : 8	5%	-3%	10
CCCCC(CC)COC(=O)c1ccccc1C(=O)OCC(CC)CCCC (stereo not given)
 : /	3%	-10%	/
COc1ccc(N2C(=O)NC(=O)C(CCc3ccncc3)(CCc3ccncc3)C2=O)cc1
 : -2	8%	/	-1
COc1ccc([N+](=O)[O-])cc1N=Cc1c(O)n(CCc2ccccc2)c(=O)n(C(C)C)c1=O
 : /	0%	/	5
O=C(Nc1ccc2ccccc2c1)c1nn(C23CC4CC(CC(C4)C2)C3)cc1Br
 : 4	-2%	-7%	?
O=P(c1ccccc1)(c1ccccc1)N1CCCCC1
 : 5	-2%	-5%	-1

Profiles as entered above. Screens in order: IMPase inh | 12-hLO inh | 15-hLO-2 inh | PNC assembly inh
Profile of CCCCC(CC)COC(=O)c1ccccc1C(=O)OCC(CC)CCCC (stereo not given) = / | 3% | -10% | /
Profile of CCOC(=O)/C(CCCN(CC)CC)=N\O = 16 | -14% | -6% | ?

Only part of the results is shown; the hit share may differ from the screen's.
